GLA spleen mod: alpha-galactosidase A (human) modulation; human spleen homogenate, 4MU-alpha-Gal fluorescence, 40 min; Potency, µM (series often up to 80 µM), for the others: at the highest dose activity change, negative = inhibition, most hits filed as inhibitors; hit rate 0.008% among 240,000; AID 2107;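 further: potency means the concentration at half of the fitted maximal effect; 0% = enzyme with vehicle and -100% = no enzyme basal signal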
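Spleen homogenate 1 ug + cpd (titration) + 4-MU-alpha-D-galactopyranoside 1 mM; 37C 40 min; 50 mM citrate/phosphate pH 5.0, 0.01% Tween-20; stop pH 10; fluorescence 365/440; AC50 via Hill.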
Tau fluor cs: counter-screen for tau fibril formation inhibitors; hit rate 0.93% among 280,000; tau K18 P301L (four-repeat tau fragment) Alexa594 fluorescence, heparin fibrillization; Potency, µM (titrated, usually from 57.7 µM), for the others: top-dose activity change, negative = decrease; further: potency means the concentration at half of the fitted maximal effect; on the % scale 0 is the no-effect control and ±100 the full control effect; nearly all actives have a fitted effect of over 55% in size
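Human K18 P301L tau (15 uM unlabeled plus 0.24 uM Alexa 594-labeled, final) in 100 mM sodium acetate pH 7 was mixed with compound and 20 uM heparin and incubated 6 hr at 37 C.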
NPSR antag: blocks cAMP signaling of the human neuropeptide S receptor; Q6W5P4; CHO-NPSR cells, cAMP TR-FRET, antagonist mode; Potency, µM (highest dose often 38.3 µM), inactives show at the top dose activity change, negative = inhibition, most hits filed as inhibitors; hit rate 1% among 220,000; further: potency means the concentration at half of the fitted maximal effect; on the % scale 0 is the no-effect control and ±100 the full control effect; nearly all actives have a fitted effect of over 50% in size; many of its hits are not listed in these tables
Target sequence (Q6W5P4 whole entry, looked up): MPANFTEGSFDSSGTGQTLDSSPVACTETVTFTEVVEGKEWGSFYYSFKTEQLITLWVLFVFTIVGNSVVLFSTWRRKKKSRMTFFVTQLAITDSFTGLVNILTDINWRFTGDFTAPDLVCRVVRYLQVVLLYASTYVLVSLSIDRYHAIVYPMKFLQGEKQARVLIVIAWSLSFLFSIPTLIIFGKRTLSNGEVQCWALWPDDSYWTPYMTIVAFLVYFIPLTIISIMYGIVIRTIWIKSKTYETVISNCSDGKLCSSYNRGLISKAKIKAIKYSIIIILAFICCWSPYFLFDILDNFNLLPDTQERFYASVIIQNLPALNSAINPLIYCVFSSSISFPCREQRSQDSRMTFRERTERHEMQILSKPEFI
TRb SRC2 PPI: inhibitors of human thyroid hormone receptor beta-SRC2 interaction. Potency, µM (top dose mostly 106 µM), for inactives: top-dose activity change, negative = inhibition, usual class: inhibitors. AID 1469. P10828. TRbeta-SRC2 peptide binding, fluorescence polarization; receptor liganded with 1 µM T3. hit rate 0.065% among 280,000;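 further: potency means the concentration at half of the fitted maximal effect; plate controls were bound peptide for no effect and peptide without receptor for full effect; nearly all actives have a fitted effect of over 50% in size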
Target sequence (P10828 whole entry, looked up): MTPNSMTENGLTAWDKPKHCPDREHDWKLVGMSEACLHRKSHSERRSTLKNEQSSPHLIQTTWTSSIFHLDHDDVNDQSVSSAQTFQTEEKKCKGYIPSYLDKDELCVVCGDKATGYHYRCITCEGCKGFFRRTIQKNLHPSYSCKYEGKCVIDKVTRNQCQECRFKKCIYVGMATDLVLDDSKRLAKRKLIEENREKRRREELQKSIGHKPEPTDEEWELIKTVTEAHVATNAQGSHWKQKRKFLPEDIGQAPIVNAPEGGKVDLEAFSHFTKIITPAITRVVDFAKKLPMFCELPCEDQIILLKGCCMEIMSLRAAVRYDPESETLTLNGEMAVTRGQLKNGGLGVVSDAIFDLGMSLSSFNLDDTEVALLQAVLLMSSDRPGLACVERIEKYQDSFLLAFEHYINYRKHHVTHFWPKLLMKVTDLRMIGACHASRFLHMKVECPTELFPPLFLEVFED
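Compounds were added to 0.6 uM TRb ligand-binding domain and 20 nM Texas Red-labeled SRC2 peptide in Tris buffer containing 1 uM T3, incubated 5 hr at ambient temperature, then read by fluorescence polarization.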
Epigenetic derep: epigenetic control regulation, reporter derepression; murine LDR cells, GFP reporter derepression, 30 h; Potency, µM (series often up to 53.9 µM), for inactives: at the highest dose GFP activation, most hits filed as activators; hit rate 0.2% among 280,000; AID 1865; further: potency means the concentration at half of the fitted maximal effect; % of control where 0% means no effect; nearly all actives have a fitted effect of over 60% in size
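GFP-positive cell count by laser-scanning cytometry (objects 20–120 um) after 30 h, 37 C compound exposure of murine LDR cells; reporter is CMV-GFP integrated at a silenced locus, inducible by HDAC or DNMT inhibitors.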
TexasRed fluor: Texas Red fluorescence interference in TRb-SRC2 counter-screen. TRb/SRC2 Texas Red total fluorescence interference. Potency, µM (doses to about 106 µM), inactives show top-dose fluorescence change, negative = quenching. hit rate 0.29% among 280,000. AID 1479; active means well fitted curve in either direction with a large enough effect; inconclusive means small, poorly fitted or top-dose-only effect; further: potency means the concentration at half of the fitted maximal effect; on the % scale 0 is the no-effect control and ±100 the full control effect
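Human TRβ ligand-binding domain (0.6 uM) and Texas Red SRC2 peptide (20 nM) in Tris buffer with 1 uM T3 and 5% DMSO were incubated with pinned compound for 5 hr at ambient temperature. Total fluorescence was computed as S + 2P (555/632 nm).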
CBFb-RUNX1 inh: inhibitors of human CBF-beta and RUNX1 interaction; Potency, µM (top dose mostly 59.8 µM), for inactives: at the highest dose activity, negative = inhibition, actives largely listed as inhibitors; AlphaScreen CBFb-His/RUNX1-biotin binding, biochemical; Q01196+Q13951; 230,000 tested, under 10 active; further: % of control where 0% means no effect
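Room-temperature protein-protein interaction test with 30 nM each of His-tagged CBF-beta and biotinylated RUNX1, 15 min with compound, then 90 min with nickel plus streptavidin beads. Signal read in AlphaScreen mode.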
Tau FP inhib: inhibitors of human tau fibril formation. AID 1468. P10636. K18 P301L tau heparin fibrillization, Alexa594 FP, 6 h. Potency, µM (titrated, usually from 57.7 µM), without a hit: top-dose activity, negative = inhibition, usual class: inhibitors. hit rate 0.39% among 280,000; further: potency means the concentration at half of the fitted maximal effect; on the % scale 0 is the no-effect control and ±100 the full control effect; nearly all actives have a fitted effect of over 55% in size
Target sequence (P10636 561-689 P618L limits assumed): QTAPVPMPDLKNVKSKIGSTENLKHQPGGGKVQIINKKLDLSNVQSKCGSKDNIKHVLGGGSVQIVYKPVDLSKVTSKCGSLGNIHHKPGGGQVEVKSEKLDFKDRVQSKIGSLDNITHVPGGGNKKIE
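Human tau K18 […] P301L fragment, 15 uM unlabeled plus 0.24 uM Alexa 594-labeled tau (final), with compound and 20 uM heparin in 100 mM sodium acetate pH 7; 6 hr at 37 C, then Alexa 594 FP read.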
Active calls of the source: *; ? = inconclusive; · = no result given; [ ] = dose if it differs, or a comment. Unless noted, the call rests on the fitted dose curve; in most records, active means well fitted curve in the direction sought with a large enough effect; inconclusive means small, poorly fitted or top-dose-only effect, or another doubt; inactive means no such curve, though single readings can be large; an effect the other way counts as inactive or inconclusive. A portion of the library. The share of hits here may be higher or lower than overall.

#1 Cc1ccc2cccc(S(=O)(=O)N3CCN(c4ccccc4F)CC3)c2n1
#2 COc1cccc(C2=NO[C@@H]3C(=O)N(c4ccc5c(c4)OCCO5)C(=O)[C@H]23)c1OC
#3 COc1cccc(Nc2nc3ccccc3n2C(C)C)c1
#4 CCCCNC(=S)N(C)/N=C/c1ccc(OCC(=O)Nc2ccc(OC)cc2)c(OC)c1
#5 COc1ccc(-n2c(C)nc3cc(C(=O)N4CCOCC4)ccc32)cc1
#6 O=C(NCc1ccccn1)/C(=C/c1ccco1)NC(=O)c1ccccc1
#7 N#Cc1ccccc1NC(=O)CSC1=Nc2ccccc2C2CC=NN12 (stereo unspecified)
#8 CCCCOc1ccc(-c2ncc(N)cn2)cc1

| Assay by compound | 1 | 2 | 3 | 4 | 5 | 6 | 7 | 8 |
| --- | --- | --- | --- | --- | --- | --- | --- | --- |
| GLA spleen mod | 8% | 5% | -10% | 6% | 7% | -2% | 2% | 11% |
| Tau fluor cs | 10% | -8% | 5% | ? | 4% | 1% | -23% | -29% |
| NPSR antag | -19%[46.1 µM] | -18%[7.67 µM] | 11% | 0% | -4%[46.1 µM] | 18% | 10% | 4% |
| TRb SRC2 PPI | 9% | -19% | -3% | 3% | 1% | 0% | 2% | -6% |
| Epigenetic derep | -2.0% | 5.2% | -2.0% | -1.1% | -1.6% | 0.0% | -3.6% | 0.1% |
| TexasRed fluor | 1% | 2% | -4% | -1% | 2% | 3% | -1% | -2% |
| CBFb-RUNX1 inh | 3% | 5% | 23% | -6% | 1% | -8% | -16% | 11% |
| Tau FP inhib | 0% | -8% | 8% | -6% | -1% | 15% | ? | 6% |

#9 Cc1ccc(CN2CCC(CNc3ncnc4onc(-c5ccc(F)cc5)c34)CC2)cc1
#10 CC1CCC(NC(=O)c2ccc(CS(=O)(=O)c3ccc(Cl)cc3)o2)CC1 (stereo unspecified)
#11 CCOC(=O)CSc1n[nH]c(NC(=O)c2cccc(C(F)(F)F)c2)n1
#12 CC(C)(C)c1ccccc1NC(=O)NC1CCN(Cc2c(F)cccc2Cl)CC1
#13 O=C(COc1ncnc2ccccc12)Nc1ccc(Cl)c([N+](=O)[O-])c1
#14 NS(=O)(=O)c1ccc(CNC(=O)c2cc(-c3cccs3)nc3ccccc23)cc1
#15 O=c1c2ccccc2cnn1Cc1n[nH]c(=S)n1-c1cc(Cl)cc(Cl)c1
#16 CN(C)c1ccc(-c2nnn(CC(=O)Nc3ccc4c(c3)OCCO4)n2)cc1

| Assay by compound | 9 | 10 | 11 | 12 | 13 | 14 | 15 | 16 |
| --- | --- | --- | --- | --- | --- | --- | --- | --- |
| GLA spleen mod | · | · | -4% | -1% | -9% | 22% | 5% | 5% |
| Tau fluor cs | -8% | 0% | -1% | 16% | ? | -19% | -20% | -13% |
| NPSR antag | · | · | -3%[46.1 µM] | 0% | 8% | -11% | -2% | 0% |
| TRb SRC2 PPI | 4% | -6% | -4% | -3% | 1% | -3% | 8% | 5% |
| Epigenetic derep | -0.4% | -1.1% | -2.1% | 1.1% | -3.0% | ? | -3.2% | 2.4% |
| TexasRed fluor | 0% | -3% | -5% | -4% | -2% | -5% | 2% | 1% |
| CBFb-RUNX1 inh | · | · | -4% | 12% | -5% | 25% | 4% | 2% |
| Tau FP inhib | -4% | 10% | 0% | 8% | -7% | -14% | -2% | 13% |

#17 O=C(NCCCN1CCCCC1)c1cc(Sc2ccc(Cl)cc2)nc2ccccc12
#18 CON1C(=O)C(=O)N(OC)C2CCCCC21 (stereo unspecified)
#19 Cc1ccc2nc(SCC(=O)Nc3cccc([N+](=O)[O-])c3)[nH]c2c1
#20 Cc1ccc(S(=O)(=O)N2CCCCC2)cc1NC(=O)COC(=O)c1cc[n+]([O-])cc1
#21 O=C(CN1C(=O)CC(c2ccccc2)S(=O)(=O)c2ccccc21)N1CCOCC1 (stereo unspecified)
#22 O=C(NCCN1CCN(C(=O)c2cccs2)CC1)c1cccs1
#23 Nc1nc(NCc2ccco2)nc(Nc2ccccc2)c1[N+](=O)[O-]
#24 Cc1nnc(SCC(=O)N2CCN(C(=O)c3ccco3)CC2)n1-c1ccccc1

| Assay by compound | 17 | 18 | 19 | 20 | 21 | 22 | 23 | 24 |
| --- | --- | --- | --- | --- | --- | --- | --- | --- |
| GLA spleen mod | · | -24% | 7% | 1% | -6% | -1% | -1% | -2% |
| Tau fluor cs | -10% | 3% | ? | 3% | -2% | 5% | -13% | 6% |
| NPSR antag | · | -2%[46.1 µM] | -14%[46.1 µM] | 22% | 20% | -4%[46.1 µM] | 23% | 10% |
| TRb SRC2 PPI | 0% | 6% | 6% | 10% | 0% | -2% | -6% | 1% |
| Epigenetic derep | -1.6% | 0.1% | 0.0% | 0.0% | 0.8% | 0.0% | 1.1% | 4.5% |
| TexasRed fluor | -1% | -4% | 2% | -1% | 2% | 1% | -6% | -2% |
| CBFb-RUNX1 inh | · | 5% | -9% | 1% | 2% | 9% | 5% | 5% |
| Tau FP inhib | -5% | 1% | -9% | -2% | -3% | 7% | -10% | 7% |

#25 O=C(c1cccs1)N1CCCC(c2ccccc2)C1 (stereo unspecified)
#26 CCn1c(=O)c([N+](=O)[O-])c(NCc2ccc3c(c2)OCO3)c2ccccc21
#27 Cc1ccc(C)c(-n2[nH]c3c4c(ccc3c2=O)C(=O)c2ccccc2C4=O)c1
#28 Cc1cc(-n2c(C)c3c(C)nnc(C)c3c2C)ccc1N
#29 CCOC(=O)/C(C#N)=C/Nc1cc(C(=O)OCC)cc2c(OC)c(OC)ccc12
#30 CCOC(=O)CCP(=O)(O)C(O)c1ccc(OC)cc1 (stereo unspecified)
#31 O=C(NC1CCCCC1)N1CCCc2ccccc21
#32 CCOC(=O)N1CCC(NC(=O)c2ccc3snnc3c2)CC1

| Assay by compound | 25 | 26 | 27 | 28 | 29 | 30 | 31 | 32 |
| --- | --- | --- | --- | --- | --- | --- | --- | --- |
| GLA spleen mod | 2% | -5% | 11% | -6% | ? | 18% | 1% | 3% |
| Tau fluor cs | -6% | -16% | ? | -22% | -8% | 3% | -2% | -4% |
| NPSR antag | 0%[46.1 µM] | ? | -5% | 31% | -5% | 19%[46.1 µM] | -8%[46.1 µM] | -6%[46.1 µM] |
| TRb SRC2 PPI | -5% | 5% | 1% | -7% | -5% | -16% | 5% | -1% |
| Epigenetic derep | 0.0% | 1.2% | 0.0% | 0.8% | 3.0% | -0.9% | 1.3% | -0.8% |
| TexasRed fluor | 1% | 0% | -4% | 2% | 0% | 0% | 1% | 1% |
| CBFb-RUNX1 inh | 3% | -1% | -10% | -12% | 10% | 0% | 5% | 2% |
| Tau FP inhib | -1% | ? | 5% | -8% | -7% | -1% | -2% | -1% |

#33 O=C(CSc1nnc(NC(=O)Nc2ccccc2)s1)Nc1cccc(F)c1
#34 COc1ccc(CCNC(=O)C23CN(Cc4ccccc4)CC2C(c2ccc([N+](=O)[O-])cc2)=NO3)cc1 (stereo unspecified)
#35 Cc1cccc(-c2nc(S(=O)(=O)c3ccc(F)cc3)c(N3CCN(c4ccccc4)CC3)o2)c1
#36 O=C1CSC(c2ccccn2)N1c1ccc(Cl)c(Cl)c1 (stereo unspecified)
#37 COc1ccc(/C=C2\C(=O)c3ccccc3OC2c2ccccc2)cc1 (stereo unspecified)
#38 c1ccc2c(c1)CCN(c1ncnc3c1[nH]c1ccccc13)C2
#39 Cc1cc(NS(=O)(=O)c2ccc(NC(=O)Cc3cccs3)cc2)no1
#40 O=C(Nc1ccc(-c2cn3c(n2)SCC3)cc1)c1ccc2c(c1)OCO2
#41 COc1ccccc1OCC(=O)Nc1ccc(C(N)=O)cc1
#42 NNC(=O)c1cnn(-c2ccccc2)c1C(F)(F)F

| Assay by compound | 33 | 34 | 35 | 36 | 37 | 38 | 39 | 40 | 41 | 42 |
| --- | --- | --- | --- | --- | --- | --- | --- | --- | --- | --- |
| GLA spleen mod | · | -6% | · | 3% | 11% | 3% | -5% | 5% | -3% | 9% |
| Tau fluor cs | ? | -26% | ? | -12% | -19% | ? | -2% | ? | -11% | -7% |
| NPSR antag | · | ? | · | -9%[46.1 µM] | ? | ? | 3%[46.1 µM] | -5% | 5%[46.1 µM] | 8% |
| TRb SRC2 PPI | 0% | -17% | -2% | 9% | 1% | -4% | -2% | 6% | 0% | -7% |
| Epigenetic derep | 4.0% | -0.9% | -0.8% | -2.7% | 0.9% | 7.5% | 4.1% | -1.2% | -0.6% | -0.4% |
| TexasRed fluor | 0% | 2% | -9% | 3% | -1% | -4% | -6% | -4% | -2% | -4% |
| CBFb-RUNX1 inh | · | ? | · | -5% | -10% | 6% | 2% | -22% | -1% | -9% |
| Tau FP inhib | ? | ? | 0% | 2% | -15% | ? | -2% | -1% | -4% | 4% |

Assay outcomes as filed in PubChem.
